From PubChem BioAssay
RGS7-Gao – regulators of human RGS7-Galphao interaction. P09471. Multiplexed bead flow cytometry, RGS7-Galphao binding; actives lie on both sides. binding response (% of control), % at 10 µM. actives 0.35% (n = 220,000). AID 1439; in the data active = binding response below about 49% or above about 150%; inconclusive = no clear call, values can overlap the other calls; inactive = in between;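 also: fluorescent Galphao held in activated GDP-AlF4 state binding bead-coupled RGS7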
Target sequence (P09471 whole entry, looked up): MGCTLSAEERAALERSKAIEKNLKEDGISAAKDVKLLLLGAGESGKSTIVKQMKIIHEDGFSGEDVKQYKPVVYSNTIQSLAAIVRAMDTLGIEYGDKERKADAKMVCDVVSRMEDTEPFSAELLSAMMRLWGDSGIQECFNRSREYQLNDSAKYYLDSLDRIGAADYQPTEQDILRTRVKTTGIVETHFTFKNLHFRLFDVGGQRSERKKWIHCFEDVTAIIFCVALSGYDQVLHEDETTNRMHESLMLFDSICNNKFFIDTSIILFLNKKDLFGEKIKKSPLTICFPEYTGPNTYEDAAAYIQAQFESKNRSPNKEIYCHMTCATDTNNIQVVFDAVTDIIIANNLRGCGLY
ABCB1 block – inhibitors of human ABCB1 transporter, ABCG2 counter-screen; inhibition, % at 6.6 µM; actives 0.067% (n = 190,000); CCRF-Adr cells, JC-1 efflux, flow cytometry; in the data active = inhibition above about 40%;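 also: 0% = vehicle and 100% = reference inhibitor; higher value means more JC-1 retained so stronger ABCB1 efflux block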
RGS4-Gao reg – human RGS4-Galphao interaction regulation | P09471 | Multiplexed bead flow cytometry, RGS4-Galphao binding; actives lie on both sides | binding response (% of control), % at 10 µM | actives 0.33% (n = 220,000) | AID 1415; in the data active = binding response below about 49% or above about 150%; inactive = in between;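 also: fluorescent Galphao activated with aluminum fluoride binding bead-coupled RGS4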
RGS8-Gao reg – human RGS8-Galphao interaction regulation | multiplexed bead flow cytometry, RGS8-Galphao binding; actives lie on both sides | actives 0.34% (n = 220,000) | response (percent of control binding), % at 10 µM; in the data active = response below about 60% or above about 140%; inactive = in between;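 also: Galphao activated as the GDP aluminium fluoride complex binding bead-coupled RGS8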
Bim-Bcl-2 – inhibitors of Bim-Bcl-2 interaction, human | P10415 | AID 950 | Bead-based flow cytometry, Bim peptide-Bcl-2 binding | inhibition, % at 10 µM | actives 0.06% (n = 190,000); in the data active = inhibition above about 40%; inconclusive = no clear call, values can overlap the other calls;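 also: 0% = no compound wells with probe peptide and 100% = reference peptide inhibitor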
Bim-Bcl-B – disrupts Bim peptide binding to human Bcl-B. actives 0.073% (n = 190,000). bead-based flow cytometry. inhibition, % at 10 µM. Q9HD36;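 also: 0% = tracer peptide without compound and 100% = reference inhibitor peptide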
Bfl-1 Bim block – human Bim-Bfl-1 interaction inhibition; Q16548; Bead-based flow cytometry, Bim-Bfl-1 binding inhibition; AID 1008; actives 0.12% (n = 190,000); inhibition, % at 10 µM;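 also: 0% = wells without compound plus tracer and 100% = blocker peptide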
ABCG2 inh – human ABCG2 inhibition, ABCB1 as counter-screen | Q9UNQ0 | IgMXP3 cells, JC-1 efflux, flow cytometry | inhibition, % at 6.6 µM | actives 0.1% (n = 190,000);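 active = inhibition above 80%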;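 also: 0% = DMSO and 100% = nicardipine control wells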
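material = IgMXP3 (ABCG2) plus far-red-tagged CCRF-Adr (ABCB1) cells | amount = 3 million cells/mL, equal mix of both lines | also added = JC-1 transporter substrate | dosing = one concentration, 6.6 µM final | schedule = 10 min at 25 °C | measured by = flow cytometric JC-1 green MFI at 530 nm | read-out basis = percent efflux inhibition, scaled nicardipine 100% to DMSO 0%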
Bim-Mcl-1 – human Bim-Mcl-1 interaction inhibition; Q07820; Bead-based flow cytometry, Bim peptide-Mcl-1 binding; inhibition, % at 10 µM; actives 0.1% (n = 190,000); AID 1009;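 also: 0% = no compound tracer wells and 100% = peptide blocker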
Target sequence (Q07820 whole entry, looked up): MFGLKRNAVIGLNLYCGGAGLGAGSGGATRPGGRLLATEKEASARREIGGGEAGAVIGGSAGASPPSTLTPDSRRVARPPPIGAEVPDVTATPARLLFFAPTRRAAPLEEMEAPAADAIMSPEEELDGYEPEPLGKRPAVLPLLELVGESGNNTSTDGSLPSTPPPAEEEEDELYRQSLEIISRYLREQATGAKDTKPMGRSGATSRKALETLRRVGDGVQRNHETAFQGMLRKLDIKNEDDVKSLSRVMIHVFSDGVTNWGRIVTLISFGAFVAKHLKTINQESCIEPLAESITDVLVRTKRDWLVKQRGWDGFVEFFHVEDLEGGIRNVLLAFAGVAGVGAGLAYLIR
Bim-Bcl-XL – disrupts Bim peptide binding to human Bcl-XL; Q07817; bead flow cytometry, fluorescence; inhibition, % at 10 µM; actives 0.04% (n = 190,000); AID 1007
Bcl-W Bim block – disrupts Bim peptide binding to human Bcl-W; actives 0.02% (n = 190,000); inhibition, % at 10 µM; AID 952; Q92843; bead-based flow cytometry;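 also: 0% = bound tracer without compound and 100% = peptide blocker; higher means less fluorescent Bim peptide bound to Bcl-W beads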
Target sequence (Q92843 whole entry, looked up): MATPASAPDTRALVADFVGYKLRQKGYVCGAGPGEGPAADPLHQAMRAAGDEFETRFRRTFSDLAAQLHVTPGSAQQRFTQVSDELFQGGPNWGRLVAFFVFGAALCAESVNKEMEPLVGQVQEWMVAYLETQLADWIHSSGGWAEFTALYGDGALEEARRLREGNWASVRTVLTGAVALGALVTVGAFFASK
An asterisk follows results filed as active; [ ] = dose if it differs, or a comment. Rule as the data show it, unless noted: active = inhibition above about 40%.

How did O=C(NCC(=O)N(CC1CCCO1)C(C(=O)NC1CCCCC1)c1ccc(F)cc1)c1ccco1 (stereo not drawn) do in these assays?
RGS7-Gao: 237*[activator]; ABCB1 block: 0.7; RGS4-Gao reg: 165*[activator]; RGS8-Gao reg: 94; Bim-Bcl-2: 2; Bim-Bcl-B: 0; Bfl-1 Bim block: -2; ABCG2 inh: 1; Bim-Mcl-1: -2; Bim-Bcl-XL: 0; Bcl-W Bim block: 1

What do the screens show for `COCCn1nnnc1CN1CCN2CCCC2C1` (stereo not drawn)?
RGS7-Gao: 96; ABCB1 block: -0.3; RGS4-Gao reg: 98; RGS8-Gao reg: 85; Bim-Bcl-2: -6; Bim-Bcl-B: 0; Bfl-1 Bim block: -4; ABCG2 inh: 0; Bim-Mcl-1: -1; Bim-Bcl-XL: -3; Bcl-W Bim block: -1

Results for C=CCN(c1ccc(C(=O)Nc2cccc(C)c2)cc1)S(C)(=O)=O ?
RGS7-Gao: 106; ABCB1 block: 1.2; RGS4-Gao reg: 104; RGS8-Gao reg: 104; Bim-Bcl-2: 0; Bim-Bcl-B: -3; Bfl-1 Bim block: 0; ABCG2 inh: 16; Bim-Mcl-1: 2; Bim-Bcl-XL: -3; Bcl-W Bim block: 0

Results for O=C(c1ccc(S(=O)(=O)N2CCOCC2)cc1)N1CCN(c2ccccn2)CC1 ?
RGS7-Gao: 101; ABCB1 block: 5.3; RGS4-Gao reg: 98; RGS8-Gao reg: 100; Bim-Bcl-2: -3; Bim-Bcl-B: -4; Bfl-1 Bim block: -7; ABCG2 inh: 2; Bim-Mcl-1: -3; Bim-Bcl-XL: -1; Bcl-W Bim block: 1

What do the screens show for `COc1ccc(/C=C/C(=O)NCCc2ccc(OC)c(OC)c2)cc1`?
RGS7-Gao: 102; ABCB1 block: 0.7; RGS4-Gao reg: 100; RGS8-Gao reg: 104; Bim-Bcl-2: -4; Bim-Bcl-B: -1; Bfl-1 Bim block: -1; ABCG2 inh: 11; Bim-Mcl-1: -5; Bim-Bcl-XL: -1; Bcl-W Bim block: -2

What do the screens show for `C=CCn1c(SCc2c(C)noc2C)nc2sc3c(c2c1=O)CCCCC3`?
RGS7-Gao: 96; ABCB1 block: 3.6; RGS4-Gao reg: 92; RGS8-Gao reg: 94; Bim-Bcl-2: -7; Bim-Bcl-B: -13; Bfl-1 Bim block: -12; ABCG2 inh: 29; Bim-Mcl-1: -2; Bim-Bcl-XL: -7; Bcl-W Bim block: 0

How did Cc1c(CNC(=O)c2nn3c(c2Cl)NC(c2ccccc2)CC3C(F)(F)F)cnn1C (stereo not drawn) do in these assays?
RGS7-Gao: 106; ABCB1 block: 0.9; RGS4-Gao reg: 105; RGS8-Gao reg: 100; Bim-Bcl-2: 3; Bim-Bcl-B: 0; Bfl-1 Bim block: 1; ABCG2 inh: 3; Bim-Mcl-1: 0; Bim-Bcl-XL: 0; Bcl-W Bim block: 0

How did CCOC(=O)c1[nH]c2ccc(C)cc2c1N=CN(CC)CC do in these assays?
RGS7-Gao: 96; ABCB1 block: 1.3; RGS4-Gao reg: 101; RGS8-Gao reg: 106; Bim-Bcl-2: -3; Bim-Bcl-B: 1; Bfl-1 Bim block: 0; ABCG2 inh: 6; Bim-Mcl-1: 2; Bim-Bcl-XL: -1; Bcl-W Bim block: 0

How did N#Cc1ccc(CSc2nnc(-c3c[nH]c4ccccc34)n2-c2ccccc2)cc1 do in these assays?
RGS7-Gao: 104; ABCB1 block: 1.7; RGS4-Gao reg: 104; RGS8-Gao reg: 102; Bim-Bcl-2: 0; Bim-Bcl-B: -7; Bfl-1 Bim block: -3; ABCG2 inh: 6; Bim-Mcl-1: 1; Bim-Bcl-XL: 0; Bcl-W Bim block: -2

How did CCC(=NCCc1c(C)[nH]c2ccc(C)cc12)C1=C(O)CC(c2ccccc2)CC1=O (stereo not drawn) do in these assays?
RGS7-Gao: 105; ABCB1 block: -0.3; RGS4-Gao reg: 101; RGS8-Gao reg: 102; Bim-Bcl-2: 0; Bim-Bcl-B: -4; Bfl-1 Bim block: -10; ABCG2 inh: -4; Bim-Mcl-1: 2; Bim-Bcl-XL: -2; Bcl-W Bim block: 0

How did N=c1n(CC(=O)O)c2ccccc2n1Cc1ccccc1Cl do in these assays?
RGS7-Gao: 93; ABCB1 block: 0.2; RGS4-Gao reg: 93; RGS8-Gao reg: 100; Bim-Bcl-2: -1; Bim-Bcl-B: 0; Bfl-1 Bim block: -9; ABCG2 inh: 0; Bim-Mcl-1: 0; Bim-Bcl-XL: -1; Bcl-W Bim block: -2

Results for Cc1ccc(Cc2cnc(N3C(=N)SC(c4ccccc4)C3=O)s2)cc1 (stereo not drawn) ?
RGS7-Gao: 99; ABCB1 block: -1.1; RGS4-Gao reg: 101; RGS8-Gao reg: 100; Bim-Bcl-2: -8; Bim-Bcl-B: -8; Bfl-1 Bim block: -8; ABCG2 inh: -9; Bim-Mcl-1: -7; Bim-Bcl-XL: -8; Bcl-W Bim block: -5

What do the screens show for `CCOC(=O)n1c(=O)n(Cc2ccccc2)c2ccccc21`?
RGS7-Gao: 100; ABCB1 block: 0.3; RGS4-Gao reg: 104; RGS8-Gao reg: 103; Bim-Bcl-2: -4; Bim-Bcl-B: -1; Bfl-1 Bim block: -9; ABCG2 inh: 1; Bim-Mcl-1: 0; Bim-Bcl-XL: 3; Bcl-W Bim block: 0

Results for CCOC(=O)CC1C(=O)NCCN1S(=O)(=O)c1ccc(C)cc1 (stereo not drawn) ?
RGS7-Gao: 102; ABCB1 block: 0.8; RGS4-Gao reg: 97; RGS8-Gao reg: 99; Bim-Bcl-2: -3; Bim-Bcl-B: 0; Bfl-1 Bim block: -4; ABCG2 inh: 2; Bim-Mcl-1: -2; Bim-Bcl-XL: -3; Bcl-W Bim block: -2

How did O=C(Cn1c(=O)oc2cc(S(=O)(=O)N3CCOCC3)ccc21)N1CCc2ccccc2C1 do in these assays?
RGS7-Gao: 100; ABCB1 block: 0.1; RGS4-Gao reg: 101; RGS8-Gao reg: 99; Bim-Bcl-2: 4; Bim-Bcl-B: 2; Bfl-1 Bim block: 1; ABCG2 inh: -1; Bim-Mcl-1: 0; Bim-Bcl-XL: 1; Bcl-W Bim block: 2

Results for O=C(O)CCCN1C(=O)C(=O)/C(=C(/O)c2ccccc2)C1/C=C/c1ccccc1 (stereo not drawn) ?
RGS7-Gao: 98; ABCB1 block: 0.1; RGS4-Gao reg: 101; RGS8-Gao reg: 103; Bim-Bcl-2: 2; Bim-Bcl-B: -4; Bfl-1 Bim block: -3; ABCG2 inh: 1; Bim-Mcl-1: 1; Bim-Bcl-XL: 0; Bcl-W Bim block: 0

How did O=C(CSc1nnc(Cn2c(=O)sc3ccccc32)n1-c1ccccc1)N1CCOCC1 do in these assays?
RGS7-Gao: 105; ABCB1 block: 0.0; RGS4-Gao reg: 98; RGS8-Gao reg: 98; Bim-Bcl-2: -4; Bim-Bcl-B: -11; Bfl-1 Bim block: -6; ABCG2 inh: 0; Bim-Mcl-1: -4; Bim-Bcl-XL: -9; Bcl-W Bim block: -5

Results for COc1ccc(C2=NOC(C(=O)NCc3ccco3)C2)cc1 (stereo not drawn) ?
RGS7-Gao: 89; ABCB1 block: 0.2; RGS4-Gao reg: 91; RGS8-Gao reg: 100; Bim-Bcl-2: -3; Bim-Bcl-B: -5; Bfl-1 Bim block: -4; ABCG2 inh: 5; Bim-Mcl-1: -1; Bim-Bcl-XL: -4; Bcl-W Bim block: -4

How did CC(C)CNC(=O)CC1Nc2ccccc2NC1=O (stereo not drawn) do in these assays?
RGS7-Gao: inconclusive; ABCB1 block: 0.7; RGS4-Gao reg: 98; RGS8-Gao reg: 101; Bim-Bcl-2: 1; Bim-Bcl-B: -3; Bfl-1 Bim block: -5; ABCG2 inh: 6; Bim-Mcl-1: 0; Bim-Bcl-XL: -2; Bcl-W Bim block: 0

What do the screens show for `CC(O)Cn1nc([N+](=O)[O-])nc1N` (stereo not drawn)?
RGS7-Gao: 101; ABCB1 block: 0.4; RGS4-Gao reg: 101; RGS8-Gao reg: 104; Bim-Bcl-2: -2; Bim-Bcl-B: 0; Bfl-1 Bim block: -1; ABCG2 inh: 0; Bim-Mcl-1: 2; Bim-Bcl-XL: 0; Bcl-W Bim block: 1

How did Cn1c2c(c(=O)[nH]c1=O)C(NC(=O)c1ccco1)(C(F)(F)F)C(=O)N2 (stereo not drawn) do in these assays?
RGS7-Gao: 94; ABCB1 block: 0.0; RGS4-Gao reg: 92; RGS8-Gao reg: 85; Bim-Bcl-2: 0; Bim-Bcl-B: -2; Bfl-1 Bim block: -3; ABCG2 inh: -1; Bim-Mcl-1: -1; Bim-Bcl-XL: 0; Bcl-W Bim block: 1

Results for O=C(N/N=C/c1ccncc1)c1cccc([N+](=O)[O-])c1 ?
RGS7-Gao: 97; ABCB1 block: 1.2; RGS4-Gao reg: 94; RGS8-Gao reg: 102; Bim-Bcl-2: -11; Bim-Bcl-B: -10; Bfl-1 Bim block: -13; ABCG2 inh: 42; Bim-Mcl-1: -12; Bim-Bcl-XL: -11; Bcl-W Bim block: -6

A draw from above in order of molar mass, low to high:
How did N=c1n(CC(=O)O)c2ccccc2n1Cc1ccccc1Cl do in these assays?
RGS7-Gao: 93; ABCB1 block: 0.2; RGS4-Gao reg: 93; RGS8-Gao reg: 100; Bim-Bcl-2: -1; Bim-Bcl-B: 0; Bfl-1 Bim block: -9; ABCG2 inh: 0; Bim-Mcl-1: 0; Bim-Bcl-XL: -1; Bcl-W Bim block: -2

How did N#Cc1ccc(CSc2nnc(-c3c[nH]c4ccccc34)n2-c2ccccc2)cc1 do in these assays?
RGS7-Gao: 104; ABCB1 block: 1.7; RGS4-Gao reg: 104; RGS8-Gao reg: 102; Bim-Bcl-2: 0; Bim-Bcl-B: -7; Bfl-1 Bim block: -3; ABCG2 inh: 6; Bim-Mcl-1: 1; Bim-Bcl-XL: 0; Bcl-W Bim block: -2

How did Cc1c(CNC(=O)c2nn3c(c2Cl)NC(c2ccccc2)CC3C(F)(F)F)cnn1C (stereo not drawn) do in these assays?
RGS7-Gao: 106; ABCB1 block: 0.9; RGS4-Gao reg: 105; RGS8-Gao reg: 100; Bim-Bcl-2: 3; Bim-Bcl-B: 0; Bfl-1 Bim block: 1; ABCG2 inh: 3; Bim-Mcl-1: 0; Bim-Bcl-XL: 0; Bcl-W Bim block: 0

How did O=C(Cn1c(=O)oc2cc(S(=O)(=O)N3CCOCC3)ccc21)N1CCc2ccccc2C1 do in these assays?
RGS7-Gao: 100; ABCB1 block: 0.1; RGS4-Gao reg: 101; RGS8-Gao reg: 99; Bim-Bcl-2: 4; Bim-Bcl-B: 2; Bfl-1 Bim block: 1; ABCG2 inh: -1; Bim-Mcl-1: 0; Bim-Bcl-XL: 1; Bcl-W Bim block: 2
